# TAAR1 antagonist: human TAAR1 antagonism; inhibition, % at 3 µM; AID 624466; Q96RJ0; 1.5% of 360,000 active; CHO RD-HGA16 TAAR1, Fluo-8 calcium fluorescence, antagonist;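 active = inhibition above a per-plate cutoff, the mean inhibition of test compounds on that plate plus 3 SD, cut at about 49% in these data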;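 also: 0% = DMSO plus EC80 beta-PEA response and 100% = DMSO alone without agonist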
# Target sequence (Q96RJ0 whole entry, looked up): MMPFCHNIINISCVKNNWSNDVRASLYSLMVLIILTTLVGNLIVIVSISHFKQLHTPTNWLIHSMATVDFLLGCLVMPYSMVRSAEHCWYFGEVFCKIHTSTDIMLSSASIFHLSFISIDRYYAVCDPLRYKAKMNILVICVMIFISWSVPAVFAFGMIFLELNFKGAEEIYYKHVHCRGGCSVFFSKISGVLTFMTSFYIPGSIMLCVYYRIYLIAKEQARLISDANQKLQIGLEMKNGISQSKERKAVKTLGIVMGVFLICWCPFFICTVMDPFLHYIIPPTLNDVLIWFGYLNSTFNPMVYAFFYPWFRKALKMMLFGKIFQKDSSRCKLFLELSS
#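 Material: RD-HGA16 CHO cells with stable hTAAR1 and Gα16; Dosing: single nominal final test compound concentration of 3 µM; Schedule: seeding 17-24 h prior, 75-min 37 °C, 30-min RT dye loading; Detection: kinetic Fluo-8 calcium fluorescence measurement; Measure: % inhibition from peak post-agonist over basal fluorescence ratio; Benchmarks: vehicle and agonist controls.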
# M1 ag parental: nonselective activator or artifact in parental CHO-K1 cells; Fluo-8 calcium fluorescence; scaled to maximal ATP response, vehicle zero; activation, % at 3 µM; 0.48% of 360,000 active; in the data active = activation above about 15%;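 also: untransfected CHO-K1 host cells lacking M1 receptor as counterscreen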
# CHO parental Ca: counter-screen for OX1R antagonists: effect in parental CHO cells. parental CHO-K1, ATP-induced calcium, Fluo-8 fluorescence. inhibition, % at 5.6 µM. 0.63% of 330,000 active. AID 463079;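 active = inhibition above that plate's mean sample inhibition plus 3 SD, cut at about 26% in these data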;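 also: 0% = ATP-challenged DMSO wells and 100% = DMSO wells without ATP; some compounds past the cut are filed as inactive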
#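 Measured by: calcium-sensitive Fluo-8 fluorescence / Test system: CHO parental line / Controls: ATP-challenged DMSO wells low, unchallenged DMSO wells high / Measure: % inhibition / Compound: single nominal dose of 5.6 µM per compound / Replicates: single well per compound, no replicates / Reagent: ATP as calcium-mobilizing challenge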
# TAAR1 agonist: human TAAR1 agonism; Q96RJ0; CHO RD-HGA16 TAAR1, Fluo-8 calcium fluorescence; vehicle wells 0%, saturating PEA agonist 100%; activation, % at 3 µM; 0.99% of 360,000 active; AID 624467;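 active = activation above the mean activation of all test compounds in the run plus 3 SD, cut at about 38% in these data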
#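 System: CHO-derived RD-HGA16 cells with stable Gα16 and human TAAR1. Times: 17-24 h plating, Fluo-8 75 min 37 °C, 30 min RT. Measured by: calcium-sensitive Fluo-8 signal, excitation 470-495, emission 515-575 nm. Read-out basis: % activation relative to PEA EC100 response. Control set: DMSO and PEA EC100. Repeats: no replicates (n 1).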
# CHO-K1 Ca antag: M1 antagonist counterscreen hit in parental CHO-K1 cells; AID 602250; inhibition, % at 3 µM; 0.6% of 360,000 active; ATP-induced calcium, Fluo-8 fluorescence;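 active = inhibition above a per-plate cutoff, the plate's mean sample inhibition plus 3 SD, cut at about 24% in these data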;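 also: 0% = DMSO plus EC80 ATP and 100% = DMSO alone without ATP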
# CHO-K1 Ca PAM: counter-screen for M1 PAMs: effect in parental CHO-K1 cells | ATP EC20, Fluo-8 calcium fluorescence; 0% at ATP EC20, 100% at ATP max | 0.02% of 360,000 active | activation, % at 3 µM;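 active = activation above the run cutoff, the mean activation of all test compounds plus 3 SD, cut at about 40% in these data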;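 also: peak over basal fluorescence ratio in a 140 s read after ATP addition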
# OXTR potentiate: potentiates the human oxytocin receptor response; P30559; CHO-OTR cells, Fluo-8 calcium fluorescence, potentiator mode; 0% = oxytocin EC15, 100% = EC100; activation, % at 3 µM; 0.061% of 320,000 active; AID 2445;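 active = activation above that plate's cutoff, the mean activation of tested compounds plus 3 SD, cut at about 6.6% in these data, passing the limit was not always enough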;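 also: 100% uses oxytocin at 75 nM as the full agonist control; some results filed as inactive read as strong as hits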
# Target sequence (P30559 whole entry, looked up): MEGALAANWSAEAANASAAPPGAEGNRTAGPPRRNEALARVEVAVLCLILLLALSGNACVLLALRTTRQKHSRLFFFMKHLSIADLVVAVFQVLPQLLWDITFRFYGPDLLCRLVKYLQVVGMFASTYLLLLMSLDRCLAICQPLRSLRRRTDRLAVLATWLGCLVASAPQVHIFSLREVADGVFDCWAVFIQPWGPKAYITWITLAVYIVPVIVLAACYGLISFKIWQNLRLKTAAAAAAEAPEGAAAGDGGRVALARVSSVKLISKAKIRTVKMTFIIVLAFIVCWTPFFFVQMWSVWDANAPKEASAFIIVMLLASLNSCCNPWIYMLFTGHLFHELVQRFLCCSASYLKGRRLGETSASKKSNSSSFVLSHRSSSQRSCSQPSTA
#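 Assay system: CHO-OTR cells, human receptor / Also added: oxytocin at about EC15, sub-maximal agonist stimulus / Dosing: single dose, 3.0 µM nominal final compound concentration / Incubation: 6 min pre-incubation, 100 s read / Technique: Fluo-8 calcium dye fluorescence / Read-out: % activation vs EC15 and EC100 oxytocin / Benchmarks: EC15 oxytocin low, 75 nM oxytocin high / Replicates: singlicate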
# V1aR counter: counter-screen for oxytocin receptor agonists: human V1a receptor agonists | CHO-V1R cells, Fluo-8 calcium fluorescence, agonist mode; 0% DMSO, 100% 3 nM vasopressin | activation, % at 3 µM | 0.25% of 320,000 active;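 active = activation above the mean activation of all tested compounds plus 3 SD, per screening run, cut at about 20% in these data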;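 also: signal is peak over basal fluorescence ratio across a 100 second FLIPR read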
# CHRM1 agonist: agonists of human M1 muscarinic receptor; P11229; CHO-K1 hM1, Fluo-8 calcium fluorescence, agonist mode; 0% DMSO, 100% acetylcholine EC100; activation, % at 3 µM; 0.33% of 360,000 active; AID 588814;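 active = activation above the run's mean compound activation plus 3 SD, cut at about 16% in these data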;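 also: peak over basal fluorescence ratio within a 140 s kinetic read after compound addition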
# * marks the source's active call; other numbers are inactive results; . = no result given; & = joins results of further samples.
SMILES,TAAR1 antagonist,M1 ag parental,CHO parental Ca,TAAR1 agonist,CHO-K1 Ca antag,CHO-K1 Ca PAM,OXTR potentiate,V1aR counter,CHRM1 agonist
FC(F)(F)c1ccccc1Cc1c(-c2cccc(Cl)c2)nc2ccc(Cl)cn12,-6,0.1,.,1,-20,26,.,.,0
Cc1cccc(-c2nsc(SCC(=O)c3ccc(Cl)cc3)n2)c1,-4,-0.3,-25,1,5,-10,-5,0.2,-2
CCN1CCN(CC(O)COc2ccc(C)c(C)c2)CC1 (configuration not stated),-21&-16,0.7&-0.1,-6,2&2,-8&8,15&-6,-4,3.4,-5&-3
CC(=O)Nc1ccccc1/C=C/c1ccc2c(C)ccc(O)c2n1,20,1.9,-15,8,-11,15,-1,0.5,-4
COc1ccccc1C(=O)C1Nc2ccccc2-c2nnc(SC)nc2O1 (configuration not stated),0,0.2,-12,9,-7,11,-4,-0.3,-6
Cc1ccc(NC2=C/C(=N\S(=O)(=O)c3cccs3)c3ccccc3C2=O)c(C)c1,.,0.5,-34,.,-8,12,-4,-0.9,-5
Cc1ccc(C(=O)NC(=S)Nc2c(C)ccc3nsnc23)cc1,-23,-0.3,-14,-2,2,5,-6,-0.1,-10
O=C(C(c1ccccc1)c1ccccc1)N1CCN(Cc2ccncc2)CC1,-33,0.2,-7,7,8,-10,-17,-0.3,-5
N/C(=N\OC(=O)c1ccco1)c1cccc([N+](=O)[O-])c1,-11,0.4,9,2,3,6,-6,0.4,-5
CS(=O)(=O)Nc1ccc(C2=NN(C(=O)c3ccco3)C(c3ccccc3F)C2)cc1 (configuration not stated),-19,0.4,-12,1,-4,27,10,1.6,-5
Cc1cc(NC(=O)c2ccccc2)ncc1NC(=O)c1cccs1,-3,0.6,-4,5,-13,10,-14,1.2,-7
Cc1ccc(CC(SCc2ccccc2)C(=O)O)cc1C (configuration not stated),16,0.4,-11,-4,-8,14,-3,0.8,-3
C/C(=N\NC(=S)Nc1ccccc1C)c1ccc(O)cc1,.,0.7,-5,.,-5,9,-11,0.5,-3
COc1cccc(NC(=O)c2cc(-c3ccccn3)nc3ccccc23)c1,56*,5.1,-18,18,-15,12,2,0.1,-4
Cc1cc(OCC(=O)O/N=C(\N)c2ccccc2)cc(C)c1Cl,9,0.5,-18,8,-13,7,-7,1.2,-1
COc1ccc(CCNC(=O)CCc2nc3ccccc3[nH]2)cc1OC,-11,1.2,-3,0,-20,5,-1,0.8,-3
O=C(/C=C/c1ccc[nH]1)c1ccc(F)cc1,-5,0.5,-19,1,22,-7,-7,1.4,-2
Cc1ccccc1C(=O)N(C)Cc1ccccc1,-5,-0.4,1,13,-5,6,-2,0.4,-3
COC(=O)C1=NN(C(=O)c2ccc(Br)cc2)C(O)(C(C)(C)C)C1 (configuration not stated),-7,0.6,.,16,-8,11,.,.,-4
CCOC(=O)c1c(/N=C/N(C)C)sc(C=O)c1-c1ccccc1,7,0.8,-5,0,-11,20,-12,0.0,-3
Cc1c(Cl)c([N+](=O)[O-])nn1Cc1ccc(C(=O)Nc2ccc(Cl)cn2)o1,-16,1.7,-20,5,-14,14,-8,0.5,-8
C/C(=N\OCC(=O)NC(C)C)c1cccs1,-16,1.1,13,3,-28,26,-19,3.5,-3
CCCN(CCC)C(=O)c1cc(S(=O)(=O)N2CCCCC2)c[nH]1,-17,0.0,0,2,8,6,-8,0.6,-2
CC1CCC2(CC1)NC(=O)N(CC(=O)N(Cc1ccccc1)C(C)(C)C)C2=O (configuration not stated),0,-0.1,-7,1,-8,7,-5,0.3,-2
O=C(c1ccncc1)c1ccc(N2CCN(C3CC(=O)N(Cc4cccs4)C3=O)CC2)cc1 (configuration not stated),58*,15,-4,16,-1,-8,-8,16,3
CN1C(=O)C(CC(=O)NC2CCCCC2)N(C)C1=O (configuration not stated),-9,1.3,-2,0,-14,5,0,0.4,-5
COc1ccc(N2CCC(CNS(=O)(=O)c3cccc(C(F)(F)F)c3)C2)cc1 (configuration not stated),11,-0.2,3,-1,13,-7,-27,-0.5,-3
Cc1cccc(NC(=O)c2cc(S(=O)(=O)N3CCCC3)cn2C)c1,-7,0.5,-5,0,-2,11,-6,0.7,-5
CC(=O)N1c2ccc(S(=O)(=O)N3CCC(C(=O)Nc4cccc(C)c4C)CC3)cc2CC1C (configuration not stated),-18,4.0,-20,1,-12,15,-8,3.9,-2
COc1ccc(Nc2cc(C)nc3ccc(C)cc23)cc1,-16,-0.3,.,0,0,-7,.,.,-8
CCOC(=O)N1CCN(c2c(NCCCN(C)c3ccccc3)c(=O)c2=O)CC1,-6,-0.7,-17,0,8,9,2,-0.2,-5
COc1ccc(OC)c(NC(=O)Nc2ccc3[nH]ccc3c2)c1,5,-0.7,0,0,59*,-8,4,-0.2,5
COc1ccc(-c2nnc(SCCOc3cccc(C)c3)n2N)cc1,-10,0.7,-14,6,-16,12,-1,1.4,-4
CCCCOC(=O)Cn1c(=O)c2c(nc3n2CCCCN3c2ccc(C)cc2)n(C)c1=O,5,-0.8,-19,-1,-10,18,2,-1.3,-7
CC(=O)N1CCN(C(=O)c2cccc(S(=O)(=O)Nc3ccc(C)cc3)c2)CC1,-13,3.7,-11,10,-2,13,-4,-0.5,-3
CC(C)(C)NCc1ccc(OCc2cccs2)cc1,-19,1.5,-8,2,-13,-6,-1,0.6,-8
Cc1occc1C(=O)NC1CCCCCC1,-6,-0.5,-17,3,-15,10,-1,-0.2,-5
CCOC(=O)C1=CCC(c2ccc(CC)cc2)N(S(=O)(=O)c2ccc(C)cc2)C1 (configuration not stated),-6,0.7,.,1,12,-2,.,.,-4
CCN(CC)S(=O)(=O)c1ccc(S(=O)(=O)Nc2c(C)nn(C)c2C)cc1,11,4.2,19,7,-1,-6,-6,3.8,1
O=C(CSc1nnc(Nc2ccccc2)s1)NCCN1C(=O)CSC1=O,13,-0.3,-12,-3,0,14,-3,-0.1,-4
Cc1ccc(S(=O)(=O)NCC(c2ccccc2)N2CCN(CCC#N)CC2)cc1 (configuration not stated),10,0.0,-1,0,-3,3,-9,-0.5,-6
CC12CCC(C(=O)N(NC(=O)c3ccccc3Cl)C1=O)C2(C)C (configuration not stated),-7,0.0,-5,0,10,-8,2,-0.1,-4
CC(=O)Nc1ccc(Br)c(Cl)c1,0,1.1,-3,2,5,12,-2,2.0,-2
CCOC(=O)c1ccc(NC(=O)CSc2ccc(-c3cccnc3)nn2)cc1,2,8.0,9,5,-14,-8,3,2.4,-4
Cc1ccc(/C=C(\NC(=O)c2ccccc2)C(=O)NC(Cc2ccccc2)C(=O)O)cc1 (configuration not stated),-21,-0.3,2,-1,11,11,-13,0.7,-3
Cn1c(N)c(C(=O)COC(=O)c2cccs2)c(=O)n(C)c1=O,-2,0.4,2,1,4,8,-3,1.5,2
CCN(C(=O)CSc1nnc(-c2ccco2)n1CC)c1c(N)n(Cc2ccccc2)c(=O)[nH]c1=O,7,0.0,-21,3,10,-8,-2,-0.3,-1
CCOc1cc(NC(=S)NCC2CCCO2)c(OCC)cc1NC(=O)c1cccc(C)c1 (configuration not stated),-5,0.1,-2,5,0,-2,-6,-1.8,-4

# Reprinted from the part before: 3 compounds; new compounds follow.
SMILES,TAAR1 antagonist,M1 ag parental,CHO parental Ca,TAAR1 agonist,CHO-K1 Ca antag,CHO-K1 Ca PAM,OXTR potentiate,V1aR counter,CHRM1 agonist
Cn1c(N)c(C(=O)COC(=O)c2cccs2)c(=O)n(C)c1=O,-2,0.4,2,1,4,8,-3,1.5,2
CCN(C(=O)CSc1nnc(-c2ccco2)n1CC)c1c(N)n(Cc2ccccc2)c(=O)[nH]c1=O,7,0.0,-21,3,10,-8,-2,-0.3,-1
CCOc1cc(NC(=S)NCC2CCCO2)c(OCC)cc1NC(=O)c1cccc(C)c1 (configuration not stated),-5,0.1,-2,5,0,-2,-6,-1.8,-4
CCOc1ccc(S(=O)(=O)NC2CC2)cc1C(N)=O,18,1.3,-4,0,-9,19,-3,0.3,-5
CCc1ccc(N=C2N=C(N)c3ccccc32)cc1,-6,0.6,2,4,-13,20,-3,-0.2,-5
O=C(Nc1ccccc1)N(Cc1cccs1)C1CCCC1,2,0.6,-23,3,2,-1,-3,-0.1,-4
O=C(O)CCNc1cc2ccccc2cc1C(=O)O,0,-0.4,8,3,-1,2,-10,2.4,-2
COc1ccc(NC(=O)CCN2CCCCCC2)c(OC)c1,-3,-0.1,-9,6,-6,1,-4,-0.2,-13
CCOc1cc(N2CCOCC2)c(OCC)cc1NC(=O)Cc1cccc2ccccc12,3,-0.3,-18,9,7,-1,-3,-1.3,-5
COC(=O)c1ccc2c(=O)[nH]c(COC(=O)c3cccc(S(=O)(=O)N4CCOCC4)c3)nc2c1,-5,0.5,9,1,1,-6,-1,-0.4,-3
CC(Sc1nc(N)cc(=O)[nH]1)C(=O)N1CCOCC1 (configuration not stated),-15,1.6,.,7,-12,11,.,.,-1
CCN(CC)S(=O)(=O)c1cc(C(=O)Nc2cc(C)[nH]n2)ccc1Cl,.,0.8,-4,.,-6,5,-10,4.5,-2
O=C(CCc1ccc(Oc2cc([N+](=O)[O-])cc([N+](=O)[O-])c2)cc1)N1CCCCCC1,7,5.6,-27,7,20,-10,-12,5.7,-6
C[C@H]1CN([C@@H](C)CO)C(=O)CCCn2cc(nn2)CO[C@@H]1CN(C)C(=O)Nc1ccc(N2CCN(C)CC2)cc1,-9,0.0,.,7,0,-4,.,.,-2
CC(C(=O)Nc1ccc2c(c1)OCO2)N(c1ccc(Cl)cc1)S(C)(=O)=O (configuration not stated),-25,0.2,-16,-1,2,-4,-10,-0.8,-4
COC(=O)[C@]1(C)N[C@H](CN(C)C(=O)C2CCCCC2)[C@@H]2C(=O)N(C)C(=O)[C@@H]21,-13,0.0,-12,3,13,-7,-3,1.3,-1
CCOc1cc(/C=N/NC(=O)COc2nc(C)cc(COC)c2C#N)ccc1O,17,1.8,-21,8,1,6,7,0.3,-9
S=C(NCc1ccc(Cl)c(Cl)c1)NCc1ccco1,-21,2.2,.,0,-4,-7,.,.,-4

# 2 entries from above, bar-delimited.
smiles | TAAR1 antagonist | M1 ag parental | CHO parental Ca | TAAR1 agonist | CHO-K1 Ca antag | CHO-K1 Ca PAM | OXTR potentiate | V1aR counter | CHRM1 agonist
Cc1cccc(NC(=O)c2cc(S(=O)(=O)N3CCCC3)cn2C)c1 | -7 | 0.5 | -5 | 0 | -2 | 11 | -6 | 0.7 | -5
CC(=O)N1c2ccc(S(=O)(=O)N3CCC(C(=O)Nc4cccc(C)c4C)CC3)cc2CC1C (configuration not stated) | -18 | 4.0 | -20 | 1 | -12 | 15 | -8 | 3.9 | -2
